KCNK9 inh – blocks the human KCNK9 two-pore domain potassium channel; Q9NPC2; HEK293 KCNK9, FluxOR thallium flux fluorescence; active compounds read low; B-score at 10 µM; 1.2% of 310,000 active; AID 488922;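 active = ratio B-score over 3 SD below the library mean, with starting fluorescence within 5 SD of its mean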;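 also: negative B-score means less thallium flux so channel inhibition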
TRPC4 inh – inhibitors of mouse TRPC4 channel | Q9QUQ5 | HEK293 TRPC4beta/mu-opioid, DAMGO-evoked Fluo4 calcium flux; active compounds read low | B-score at 10 µM | 0.39% of 300,000 active | AID 2247;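 active = B-score over 3 SD under the library average, no early fluorescence shift, positive overall ratio signal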
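Test system – stable TRPC4beta/mu-opioid receptor HEK293 cells · Probe or stimulus – DAMGO, a submaximal dose followed by a maximal one · Dosing – one concentration per compound · Signal – Fluo4 calcium fluorescence by kinetic imaging, 5 s 1 Hz baseline · Evaluation – per-well B score of integrated baseline-normalized Fluo4 ratio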
KCNQ1 block – inhibitors of human KCNQ1 potassium channel; P51787; CHO-K1 KCNQ1, FluxOR thallium flux fluorescence; active compounds read high; B-score at 10 µM; 1.3% of 310,000 active; AID 2642;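 active = compounds whose thallium flux B-score, printed positive for inhibition, exceeds three library SD while starting fluorescence stays within three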;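 also: channel opened by potassium depolarization with thallium stimulus after 20 min compound exposure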
TRPC4 potent – TRPC4 (mouse) allosteric potentiation; B-score at 10 µM; 0.42% of 310,000 active; Q9QUQ5; HEK293 TRPC4beta/mu-opioid, DAMGO EC20, Fluo-4 Ca2+ flux; active compounds read high;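 active = B-score of calcium response area above 5 SD of library B-scores, with initial fluorescence ratio within 5 SD of library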;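 also: B-score of integrated fluorescence ratio over time as area under calcium response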
PolyA inhibitor – blocks polyadenylation in yeast reporter cells; S. cerevisiae SKY197-pL101 polyadenylation reporter, beta-gal luminescence; efflux-impaired pdr1/pdr3 knockout yeast; score 100 = 6 SD above DMSO; calls only at 12 µM; 0.02% of 300,000 active; AID 1875;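 active = lowest replicate activity score at least 50, where 100 means six control SD above control mean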;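 also: yeast exposed to compound for 9 h at 30 °C; higher score means more reporter readthrough which indicates perturbed polyadenylation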
Platelet DG rel – platelet dense granule release activity | human platelet-rich plasma, SFLLRN dense granule ATP release, luminescence | inhibition, %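 (compounds screened at 7.5 µM in platelet-rich plasma)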 | 0.22% of 300,000 active | AID 1663;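 active = mean replicate score, as percent of positive control, at or above 50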
KCNK3 block – human KCNK3 channel inhibition, primary screen. CHO-KCNK3 thallium flux, FluxOR fluorescence; active compounds read low. 0.84% of 340,000 active. B-score at 10 µM;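 active = B-score under library mean minus 4 SD, starting fluorescence ratio at most library mean plus 5 SD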;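 also: more negative B-score means stronger inhibition of thallium flux through KCNK3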
TRPC4 act – TRPC4 (mouse) channel activation; HEK293 TRPC4beta/mu-opioid, Fluo4 calcium fluorescence; active compounds read high; B-score at 10 µM; Q9QUQ5; 0.49% of 310,000 active;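 active = B-score above 5 SD of library B-scores, and initial fluorescence ratio not above library mean plus 5 SD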;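 also: positive B-score marks a calcium rise read as TRPC4 activation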
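Assay system: HEK293 stable line with TRPC4beta plus mu-opioid receptor. Times: dye 45 min RT, read 110 s. Measured by: kinetic Fluo4 calcium fluorescence. Measure: B score of integrated ratio. Controls: assay buffer as low control, maximal DAMGO as high control.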
KCNQ1 act – potentiators or activators of human KCNQ1 potassium channel; P51787; CHO-K1 KCNQ1, thallium flux FluxOR fluorescence; active compounds read high; B-score at 10 µM; 0.35% of 310,000 active; AID 2648;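 active = fluorescence ratio B-score, a plate-corrected score, at least three library SD, with initial intensity B-score within 5 SD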
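Assay system: CHO-K1 cells stably expressing KCNQ1. Medium: assay buffer for compound exposure, DMSO matched across wells. Timing: 37 °C overnight plating, 90-min dark dye load, 20-min compound pretreatment. Signal: kinetic FluxOR fluorescence, 10 s baseline plus 110 s post-stimulus.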
Dyrk1A ADPGlo – blocks rat Dyrk1A kinase activity | Q63470 | ADP-Glo luminescence, NFATc1 peptide | inhibition, % at 12.5 µM | 0.43% of 310,000 active | AID 504441; in the data active = inhibition above about 50%;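 also: plate controls were vehicle with enzyme for no effect and no enzyme for full effect; many of its hits are not listed in these tables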
hERG rescue – shields human hERG channel from block by proarrhythmic agents. Q12809. CHO-hERG, FluxOR thallium flux, dofetilide IC70 present. activation (rescue from dofetilide block), less the hit threshold, % at 10 µM. 0.51% of 310,000 active. AID 1511;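 active = activation above the mean of controls blocked by dofetilide plus 5 SD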;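 also: thallium influx through hERG after potassium depolarization seen as dye fluorescence rise; in these data hits start at about 4.7%; inactives centre near -7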
Target sequence (Q12809 whole entry, looked up): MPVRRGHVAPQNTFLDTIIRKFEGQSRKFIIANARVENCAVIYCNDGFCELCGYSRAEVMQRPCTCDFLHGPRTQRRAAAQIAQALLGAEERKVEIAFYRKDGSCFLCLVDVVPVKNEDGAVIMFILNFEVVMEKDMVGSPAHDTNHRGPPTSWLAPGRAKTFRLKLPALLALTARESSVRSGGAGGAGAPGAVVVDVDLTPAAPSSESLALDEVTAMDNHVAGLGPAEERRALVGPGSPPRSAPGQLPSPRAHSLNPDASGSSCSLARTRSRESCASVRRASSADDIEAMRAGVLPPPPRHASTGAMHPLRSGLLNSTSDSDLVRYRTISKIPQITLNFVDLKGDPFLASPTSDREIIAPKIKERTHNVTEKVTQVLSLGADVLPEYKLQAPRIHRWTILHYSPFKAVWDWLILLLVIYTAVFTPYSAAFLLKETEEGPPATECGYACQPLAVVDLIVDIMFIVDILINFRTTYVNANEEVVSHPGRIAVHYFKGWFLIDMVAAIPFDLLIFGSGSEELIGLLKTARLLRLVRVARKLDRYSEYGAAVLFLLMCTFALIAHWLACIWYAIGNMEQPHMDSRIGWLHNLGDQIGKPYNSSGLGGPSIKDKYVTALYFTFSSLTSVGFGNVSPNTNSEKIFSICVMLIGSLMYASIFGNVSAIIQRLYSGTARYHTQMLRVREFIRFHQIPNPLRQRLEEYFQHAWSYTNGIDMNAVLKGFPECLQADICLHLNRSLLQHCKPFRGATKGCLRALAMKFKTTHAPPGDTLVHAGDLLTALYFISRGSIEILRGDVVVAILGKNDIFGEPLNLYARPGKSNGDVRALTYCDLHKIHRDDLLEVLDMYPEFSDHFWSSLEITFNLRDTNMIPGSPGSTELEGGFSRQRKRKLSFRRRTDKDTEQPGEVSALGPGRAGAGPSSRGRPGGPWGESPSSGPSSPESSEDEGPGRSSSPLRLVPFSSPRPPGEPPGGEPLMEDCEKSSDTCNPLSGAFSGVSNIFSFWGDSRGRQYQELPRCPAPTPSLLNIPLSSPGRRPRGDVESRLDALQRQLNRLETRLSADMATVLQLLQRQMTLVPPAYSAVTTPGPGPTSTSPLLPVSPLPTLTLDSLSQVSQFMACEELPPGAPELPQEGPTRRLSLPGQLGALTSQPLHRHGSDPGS
Starred values were filed as active, the others as inactive; i = inactive; . = no result given. This is a subset; rates above refer to the full screens.

canonical_smiles | KCNK9 inh | TRPC4 inh | KCNQ1 block | TRPC4 potent | PolyA inhibitor | Platelet DG rel | KCNK3 block | TRPC4 act | KCNQ1 act | Dyrk1A ADPGlo | hERG rescue
COc1ccc(/C=C/C(=O)NC(=S)Nc2ccccc2)cc1OC | i | i | i | i | i | 14 | i | i | i | 0 | -4
Cc1c(CCC(C)C)c(-n2ccnc2C)n2c(nc3ccccc32)c1C#N | i | i | i | i | i | -13 | i | i | i | -12 | -8
COC(=O)c1coc(-c2ccc(C)cc2)c1C(=O)OC | i | i | i | i | i | 2 | i | i | i | -2 | -6
Fc1ccc(CN2CCSCC2)cc1F | i | i | i | i | i | -2 | i | i | i | 5 | -2
C#CCO[C@@H]1C[C@H](n2cnc3c(NC(=O)c4ccccc4)ncnc32)O[C@@H]1CO | i | i | i | i | i | 0 | i | i | i | 7 | -7
COc1cc(/C=C2/SC(=S)N(CC(=O)O)C2=O)ccc1OC(=O)c1cccs1 | i | i | i | i | i | 0 | i | i | i | 4 | -11
Cc1ccc(NC(=O)Cn2c(CCC(=O)O)ccc2-c2ccc(Cl)cc2)cc1 | i | i | i | i | i | 1 | i | i | i | 3 | 1
COc1ccc(C2CC(=O)N(C)c3ccccc3S2)cc1 (stereo unspecified) | i | i | i | i | i | -1 | i | i | i | -1 | -10
Cc1ccc(-c2nnn(CC(=O)N(c3ccccc3)C(C(=O)NCC3CCCO3)c3cccs3)n2)o1 (stereo unspecified) | i | i | i | i | i | 12 | i | i | i | 0 | -9
CN1CCSc2ccc(C(=O)Nc3ccc(Cl)cc3)cc21 | i | i | i | i | i | 1 | i | i | i | 1 | -8
COc1ccc(/C=C2\SC(=S)N(NS(=O)(=O)c3ccc(C)cc3)C2=O)c(OC)c1 | i | i | i | i | i | -8 | i | i | i | -7 | -9
Cc1cccc(NC(=S)NC2CC3CCCC(C2)N3Cc2ccco2)c1 (stereo unspecified) | i | i | i | i | i | -1 | i | i | i | -3 | -8
CCNC(=S)N1CCN(c2ccccc2OCC)CC1 | i | i | i | i | i | -14 | i | i | i | -4 | -8
C/C=C\C(=O)Nc1cccc(C2=NOC3(C2)C[C@@H](C(N)=O)N(C(=O)c2ccc(OC)cc2)C3)c1 (stereo partly specified) | i | i | i | i | i | 6 | . | i | i | . | -4
COc1ccc(N(CC(=O)Nc2nccs2)S(=O)(=O)c2c(C)[nH]c(=O)[nH]c2=O)cc1 | i | i | i | i | i | 2 | i | i | i | -3 | -6
CC(=O)N1c2ccc(S(=O)(=O)NCCc3ccc(Cl)cc3)cc2CC1C (stereo unspecified) | i | i | i | i | i | -14 | i | i | i | 3 | -8
CN1/C(=C\C(=S)NC(=O)c2ccc([N+](=O)[O-])cc2)C(C)(C)c2ccccc21 | i | i | i | i | i | 2 | i | i | i | -1 | -11
Cc1ccc(NC(=O)Cn2cccc2)cc1C | i | i | i | i | i | -1 | i | i | i | 8 | -15
Cc1ccc(NC(=O)c2ccc3c(SCC(=O)O)c4c(nc3c2)CCCC4)c(Br)c1 | i | i | i | i | i | 19 | i | i | i | -1 | -9
CCc1cc(=O)oc2c3c(cc(OCC(=O)NCCCOC)c12)OC(C)(C)CC3 | i | i | i | i | i | -1 | i | i | i | 12 | -3
CC(=O)c1sc(N/N=C/c2cccc([N+](=O)[O-])c2)nc1C | i | i | i | i | i | 9 | i | i | i | -4 | -7
COc1ccc(NS(=O)(=O)c2cc(-c3nnnn3C)ccc2OC)cc1 | i | i | i | i | i | -1 | i | i | i | 3 | -14
Cc1[nH][nH]c(=O)c1C(c1ccc(-c2ccc(Cl)cc2)o1)c1c(C)[nH][nH]c1=O | i | i | i | i | i | -6 | i | i | 25* | 8 | -10
CCN(Cc1ccccc1)S(=O)(=O)c1ccc(S(=O)(=O)N(Cc2ccccn2)Cc2ccco2)cc1 | i | i | i | i | i | 5 | i | i | i | 0 | -6
CCOC(=O)Cn1nc(NC(=O)c2cc(OC)cc(OC)c2)cc1C | i | i | i | i | i | 2 | i | i | i | 1 | -1

canonical_smiles | KCNK9 inh | TRPC4 inh | KCNQ1 block | TRPC4 potent | PolyA inhibitor | Platelet DG rel | KCNK3 block | TRPC4 act | KCNQ1 act | Dyrk1A ADPGlo | hERG rescue
NC(=O)C1(c2ccccc2)CCCN1C(=O)c1ccccc1Br (stereo unspecified) | i | i | i | i | i | -6 | i | i | i | . | -12
COc1ccc(C(=O)NCC(=O)N2CCN(c3ccc(F)cc3)CC2)cc1 | i | i | i | i | i | -3 | i | i | i | -10 | -11
Cn1ccnc1Sc1ccccc1[N+](=O)[O-] | i | . | i | i | i | -1 | i | i | i | . | 0
O=C(c1ccncc1)N(Cc1ccco1)Cc1cc2ccccc2[nH]c1=O | i | i | i | i | i | 1 | i | i | i | -2 | -11
COc1ccc(-n2c(C)cc(C(=O)CN3C(=O)c4ccccc4C3=O)c2C)cc1 | i | i | i | i | i | 4 | i | i | i | -4 | -6
CCN1C(=O)C(O)(CC(=O)c2cc(C)ccc2C)c2ccccc21 (stereo unspecified) | i | i | i | i | i | 42 | i | i | i | 8 | -9
C(=N\Nc1nc2ccccc2[nH]1)/c1ccc2ncccc2c1 | i | i | i | i | i | 12 | i | i | i | 3 | -11
CCC(Sc1nc(C)cc(=O)[nH]1)C(=O)Nc1ccc(Cl)cn1 (stereo unspecified) | i | i | i | i | i | -19 | i | i | i | 7 | -9
Cc1cc(-c2nc(-c3ccc(C(C)(C)C)cc3)no2)no1 | i | i | i | i | i | -5 | i | i | i | -4 | -5
O=S(=O)(c1ccc(Cl)c(C(F)(F)F)c1)N1CCN(c2ccccn2)CC1 | i | i | i | i | i | 0 | i | i | i | -3 | -4
O=C(NCCc1ccccc1)C1CCN(c2nc3ccccc3o2)CC1 | i | i | i | i | i | -11 | i | i | i | 2 | -9
COc1ccc(CCN2CN(S(=O)(=O)c3ccc(C)cc3)c3nc4ccccc4nc32)cc1OC | i | i | i | i | i | 14 | i | i | i | 6 | -9
Cc1nc(CCNC(=O)c2cc(COc3ccc(F)cc3Cl)on2)sc1C | i | i | i | i | i | -4 | i | i | i | -1 | -12
O=C(CN1C(=O)C2C3C=CC(C3)C2C1=O)OCC(=O)c1ccc([N+](=O)[O-])cc1 (stereo unspecified) | i | i | i | i | i | 2 | i | i | i | 0 | -4
CS(=O)(=O)N1N=C(c2cccs2)CC1c1ccccc1O (stereo unspecified) | i | i | i | i | i | 1 | i | i | i | -3 | -7
C[C@@]12C(=O)N(c3cccc(F)c3)C(=O)N1[C@H](c1ccc(F)cc1)[C@@H]1C(=O)N(C3CCCCC3)C(=O)[C@@H]12 | i | i | i | i | i | -8 | i | i | i | 0 | -6
O=C(CN1CCOCCOCCN(CC(=O)Nc2ccccc2)CCOCC1)Nc1ccccc1 | i | i | i | i | i | -1 | i | i | i | -4 | -11
O=C(Nc1ccc2c(c1)OCO2)c1ccc(CN2CCOCC2)cc1 | i | i | i | i | i | 5 | i | i | i | -1 | -17
O=C(Nc1ccc2c(c1)OCO2)c1cc(-c2ccncc2)nc2ccccc12 | i | i | i | i | i | 1 | i | i | i | . | -21
COc1ccc(OC)c(N(CC(=O)N2CCOCC2)S(C)(=O)=O)c1 | i | i | i | i | i | 7 | i | i | i | -4 | -8
CC(C)(C)n1ncc2c(=O)n(CC(=O)NCc3ccccc3)cnc21 | i | i | i | i | i | -4 | i | i | i | -1 | -8
CCOC(=O)C(CC(=O)O)=C(c1ccccc1)c1ccccc1 | i | i | i | i | i | -5 | i | i | i | 0 | -11
O=C(c1ccc(S(=O)(=O)NCc2ccco2)cc1)N1CCN(Cc2ccc3c(c2)OCO3)CC1 | i | i | i | i | i | -1 | i | i | i | -9 | -24
CCOC(=O)c1c(NC(=O)COC(=O)C2CC2C)sc(C)c1C (stereo unspecified) | -8.1* | i | i | i | i | -4 | -10* | i | i | -8 | -15
O=C(Nc1cccc2ccccc12)N1CC=CCC1 | i | i | i | i | i | -13 | i | i | i | -1 | -4

Three compounds already listed, sorted by length of the SMILES, smallest number first:
canonical_smiles | KCNK9 inh | TRPC4 inh | KCNQ1 block | TRPC4 potent | PolyA inhibitor | Platelet DG rel | KCNK3 block | TRPC4 act | KCNQ1 act | Dyrk1A ADPGlo | hERG rescue
Cc1cccc(NC(=S)NC2CC3CCCC(C2)N3Cc2ccco2)c1 (stereo unspecified) | i | i | i | i | i | -1 | i | i | i | -3 | -8
CCc1cc(=O)oc2c3c(cc(OCC(=O)NCCCOC)c12)OC(C)(C)CC3 | i | i | i | i | i | -1 | i | i | i | 12 | -3
COc1ccc(N(CC(=O)Nc2nccs2)S(=O)(=O)c2c(C)[nH]c(=O)[nH]c2=O)cc1 | i | i | i | i | i | 2 | i | i | i | -3 | -6

The listing continues:
canonical_smiles | KCNK9 inh | TRPC4 inh | KCNQ1 block | TRPC4 potent | PolyA inhibitor | Platelet DG rel | KCNK3 block | TRPC4 act | KCNQ1 act | Dyrk1A ADPGlo | hERG rescue
Cc1cc(Cl)ccc1OC(C)C(=O)NCCc1ccc2c(c1)OCCO2 (stereo unspecified) | i | i | i | i | i | -1 | i | i | i | . | -3
CCn1cc(CCCC(=O)NCc2ccc(OC)cc2)c2ccccc21 | i | i | i | i | i | 5 | i | i | i | 2 | -3
Clc1ccc(Cn2c(/C=C/c3ccco3)nc3ccccc32)cc1 | i | i | i | i | i | 0 | i | i | i | 3 | -9
O=C(CSc1nnc2ccccn12)NC(=O)NC1CCCCC1 | i | i | i | i | i | -3 | i | i | i | 11 | -4
O=C(O)/C=C/C(=O)Nc1ccc(NC(=O)c2ccccc2)c(Cl)c1 | i | i | i | i | i | 0 | i | i | i | 4 | -5
CCc1nc2cc(CC(=O)O)ccc2o1 | i | i | i | i | i | 3 | i | i | i | -3 | -1
CC(C)c1nc(CNC(=O)CC2C(=O)NCCN2Cc2ccc(F)cc2Cl)cs1 (stereo unspecified) | i | i | i | i | i | 8 | i | i | i | 10 | -15
CC12CN(C(=O)c3ccco3)CC(c3ccccc3)(CN(C(=O)c3ccco3)C1)C2=O | i | i | i | i | i | 0 | i | i | i | 1 | -10
CN1/C(=C\C=C2/C(=O)Oc3ccccc3C2=O)C(C)(C)c2ccccc21 | i | i | i | i | . | 6 | . | i | i | . | -13
CC1(c2ccccc2)NC(=O)N(CC(=O)N2CCOCC2)C1=O (stereo unspecified) | i | i | i | i | i | 3 | i | i | i | 2 | -7
Cc1noc(COc2ccccc2OCC(N)=O)c1Cl | i | i | i | i | i | -2 | i | i | i | 9 | -8
COc1cc(NC(=O)C2CC3CCC2C3)c(OC)cc1Cl (stereo unspecified) | i | i | i | i | i | 14 | i | i | i | -1 | -3
